# Source: PubChem (National Center for Advancing Translational Sciences (NCATS))
# Pin1 inh = inhibitors of human Pin1. Potency, µM (series often up to 115 µM), for the others: at the top dose activity, negative = inhibition, hits mostly inhibitors. Pin1 FP peptide displacement, HiFluor488, 10 min. AID 504891. actives 0.009% (n = 390,000). Q13526; active = well fitted inhibition curve with a large enough effect in the polarisation, with a control signal flat, not every such curve was filed as active; inconclusive = small, poorly fitted or top-dose-only effect, or effect the other way, or a change in a side signal; inactive = no such curve, though single readings can be large or run the other way; the % refers to the polarisation; note: % is set by controls: 0 for no effect and ±100 for the full control effect
# Target sequence (Q13526 whole entry, looked up): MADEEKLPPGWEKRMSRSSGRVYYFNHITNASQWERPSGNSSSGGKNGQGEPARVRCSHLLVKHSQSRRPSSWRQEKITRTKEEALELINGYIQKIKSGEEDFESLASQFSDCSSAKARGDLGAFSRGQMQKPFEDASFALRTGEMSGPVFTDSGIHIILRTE
# Tb PGK inh = T. brucei PGK inhibition | PGK/GAPDH coupled, Kinase-Glo luminescence, 60 min | Potency, µM (highest dose often 57.5 µM), for inactives: top-dose activity change, negative = inhibition, usual class: inhibitors | actives 0.043% (n = 380,000); note: % is set by controls: 0 for no effect and ±100 for the full control effect; nearly all actives have a fitted effect of over 60% in size
#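 Luminescent ATP detection (Kinase-Glo Plus) follows a 60-minute room-temperature incubation, with wells lacking PGK as controls. Buffer: 100 mM TEA (pH 7.6), 5 mM MgCl2, 0.01% Tween-20. Coupling enzyme GAPDH (100 nM final) supplies unstable 1,3-BPG in-well.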
# POLI inh = blocks human DNA polymerase iota activity; actives 1% (n = 390,000); Potency, µM (top dose mostly 115 µM), for the others: top-dose activity, negative = inhibition, actives largely listed as inhibitors; Pol iota fluorescent replication assay, 10 min; AID 588590
#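 Fluorescent replication assay read twice, at 0 min and 10 min after adding 50 nM (final) substrate. Enzyme (10 nM) and compounds were first incubated 15 min at room temperature; enzyme-free buffer wells were negative controls.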
# HP1b binding inh = blocks HP1-beta chromodomain binding to methylated histone tails. P83916. AlphaScreen HP1-beta / biotin-H3K9me3 peptide binding. Potency, µM (top dose mostly 114 µM), for the others: at the top dose activity change, negative = inhibition, hits mostly inhibitors. actives 0.56% (n = 390,000); note: nearly all actives have a fitted effect of over 70% in size; inactives centre near 23
#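 HP1-beta protein (50 nM final) preincubated 30 min at room temperature with biotinylated H3(1-18)K9me3 peptide (50 nM) in PBS pH 7.4, 0.01% Tween-20, then compound added for 30 min. AlphaScreen streptavidin donor/nickel chelate acceptor beads (10 ug/mL final), 30 min dark, luminescence read.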
# GLS inhibitor = glutaminase GLS (human) inhibition; O94925; GLS enzymatic activity, qHTS titration; Potency, µM (series often up to 45.5 µM), for the others: at the highest dose activity change, negative = inhibition, most hits filed as inhibitors; actives 0.21% (n = 410,000); note: % is set by controls: 0 for no effect and ±100 for the full control effect
# Target sequence (O94925 whole entry, looked up): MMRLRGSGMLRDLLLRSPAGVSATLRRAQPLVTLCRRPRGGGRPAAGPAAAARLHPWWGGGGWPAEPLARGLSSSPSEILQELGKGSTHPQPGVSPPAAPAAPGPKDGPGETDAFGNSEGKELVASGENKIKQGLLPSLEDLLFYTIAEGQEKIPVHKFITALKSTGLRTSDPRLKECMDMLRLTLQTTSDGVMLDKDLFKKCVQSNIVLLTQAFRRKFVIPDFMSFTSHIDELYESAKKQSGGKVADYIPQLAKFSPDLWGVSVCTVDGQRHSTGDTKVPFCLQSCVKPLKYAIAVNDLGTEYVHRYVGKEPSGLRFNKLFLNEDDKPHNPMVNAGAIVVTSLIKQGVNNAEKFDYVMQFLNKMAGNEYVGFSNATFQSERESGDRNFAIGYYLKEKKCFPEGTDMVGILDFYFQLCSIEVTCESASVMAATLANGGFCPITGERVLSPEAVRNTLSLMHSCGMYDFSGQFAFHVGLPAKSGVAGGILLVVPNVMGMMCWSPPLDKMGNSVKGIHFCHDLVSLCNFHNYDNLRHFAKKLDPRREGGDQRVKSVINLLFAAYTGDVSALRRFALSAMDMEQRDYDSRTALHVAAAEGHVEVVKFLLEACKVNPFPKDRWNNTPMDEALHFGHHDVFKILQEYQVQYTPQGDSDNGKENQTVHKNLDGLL
#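 Coupled fluorescence readout: glutamate oxidase/HRP/Amplex Red detect glutamate formed by hKGA from L-glutamine (1 mM solution added). Buffer 45 mM KH2PO4 pH 8.2, 0.02% Tween-20; reads at t0 and 30 min RT.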
# BLM inh = blocks DNA unwinding by human BLM helicase. AID 2528. Potency, µM (doses to about 56.1 µM), inactives show top-dose activity change, negative = inhibition, actives largely listed as inhibitors. actives 0.2% (n = 350,000). recombinant BLM DNA unwinding, fluorescence dequenching;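 note: plate controls were vehicle for no effect and no enzyme for full effect; nearly all actives have a fitted effect of over 35% in size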
# JMJD2A Tudor = inhibitors of human JMJD2A Tudor domain. Potency, µM (doses to about 114 µM), for inactives: top-dose activity change, negative = inhibition, most hits filed as inhibitors. actives 4.4% (n = 390,000). O75164. AlphaScreen JMJD2A-Tudor / H3K4me3 peptide binding; note: % is set by controls: 0 for no effect and ±100 for the full control effect; nearly all actives have a fitted effect of over 50% in size
# BAZ2B inh = inhibitors of human BAZ2B bromodomain. Q9UIF8. AlphaScreen BAZ2B-H3K14Ac peptide displacement. Potency, µM (top dose mostly 114 µM), for the others: at the top dose activity change, negative = inhibition, hits mostly inhibitors. actives 4.4% (n = 360,000); note: % is set by controls: 0 for no effect and ±100 for the full control effect; nearly all actives have a fitted effect of over 60% in size
#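 Multi-concentration screen (max 110 uM) measuring displacement of acetylated histone H3 peptide from BAZ2B by AlphaScreen, using 50 nM protein, 50 nM peptide and 10 ug/mL streptavidin donor plus Ni-chelate acceptor beads.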
# G9a block = inhibitors of human histone lysine methyltransferase G9a | Potency, µM (highest dose often 102 µM), without a hit: at the top dose activity, negative = inhibition, usual class: inhibitors | G9a H3K9 monomethylation, AlphaScreen, 2 h | Q96KQ7 | actives 8.8% (n = 350,000); note: % is set by controls: 0 for no effect and ±100 for the full control effect; nearly all actives have a fitted effect of over 75% in size
#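 G9a (20 nM) was preincubated 15 min with compound, then reacted 2 h at room temperature with 500 nM biotin-H3K9 peptide and 20 µM SAM. Monomethyl-H3K9 detected by AlphaScreen using anti-H3K9me1 antibody.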
# Active calls of the source: *; i = inactive; ? = inconclusive; nt = not tested or not shown; [ ] = another dose, or the depositor's remark. Unless noted, calls come from the whole dose curve; as a rule, active = well fitted curve in the direction sought with a large enough effect; inconclusive = small, poorly fitted or top-dose-only effect, or another doubt; inactive = no such curve, though single readings can be large; an effect the other way counts as inactive or inconclusive. Potency is the fitted concentration of half-maximal effect.
[1] O=C1CC[C@@H](CN(Cc2ccccn2)Cc2nc(-c3ccc(C(F)(F)F)cc3)no2)N1
[2] O=C(NN=C1CCCC1)c1cc(O)cc(O)c1
[3] Cn1c(SCC(=O)NCc2ccc3c(c2)OCO3)nnc1-c1cc2ccccc2cc1O
[4] COCCNC(=O)c1ccc(Cn2c(SCC(N)=O)nc3ccccc3c2=O)cc1
[5] COc1ccc2c(c1)CCCC21NC(=O)NC1=O (stereo unspecified)
[6] O=C(O)c1cc(-c2ccccc2)nc(-c2ccccc2)c1
[7] COc1cc2c(cc1NC(=O)C(C)N1CCN(S(=O)(=O)c3ccc(C)c(C)c3)CC1)oc1ccccc12 (stereo unspecified)
[8] Cc1cc(C)n(-c2nc3sc4c(c3c3nnc(SCC(N)=O)n23)CC(C)(C)OC4)n1

Compound	1	2	3	4	5	6	7	8
BLM inh	-6%	-7%	-4%	2%	-5%	nt	-2%	3%
JMJD2A Tudor	3%	?	7%	-9%	7%	3%	-7%	-6%
POLI inh	37%[activator]	35µM*	12%	-10%	-16%	8%	20%	4%
BAZ2B inh	-27%	79µM*	-4%	0%	20%	0%	-4%	-4%
G9a block	-40%	nt	16%[0.0925 µM]	0%[59 µM]	3%[59 µM]	1%[12.7 µM]	16%	-16%[59 µM]
Pin1 inh	1%	?	5%	-13%	0%	4%	7%	4%
HP1b binding inh	44%[activator]	?	11%	-47%[57 µM]	22%	41%	15%	17%
GLS inhibitor	-1%	-25%	nt	-15%	-8%	3%	-1%	4%
Tb PGK inh	-5%	?	5%	10%	-9%	-7%	-1%	-1%

[9] Nc1ccc(C(=O)N2CCCC2)cc1CS(=O)(=O)c1ccc(Cl)cc1
[10] Nc1ncnc2nc(SCC(=O)Nc3cccc(C(F)(F)F)c3)[nH]c12
[11] CC(C)(O)[C@H](O)COc1c2occc2cc2ccc(=O)oc12
[12] O=C(CSc1nnc(-c2cccs2)n1-c1ccccc1)NCc1ccc2c(c1)OCO2
[13] COC(=O)c1c(NC(=O)CC2SC(N)=NC2=O)sc2c1CCC(C)C2 (stereo unspecified)
[14] CC(=O)c1cccc(NC(=O)NCc2cccnc2)c1
[15] Cc1cc(C(=O)N/N=C/c2ccc([N+](=O)[O-])s2)c2ccccc2n1
[16] Cc1nc2ccccc2n1Cc1n[nH]c(=S)n1-c1ccc(Cl)cc1

Compound	9	10	11	12	13	14	15	16
BLM inh	0%	-1%	1%	-1%	-4%	-3%	-10%	4%
JMJD2A Tudor	-5%	-14%	-22%	-29%	?	-5%	-2%	-7%
POLI inh	17%	13%	-14%	3%	185%[activator]	-16%	15%	22%
BAZ2B inh	-18%	-15%	-6%	-8%	0%	4%	-17%	2%
G9a block	-3%	35µM*	1.4µM*	-23%[12.7 µM]	?	-23%[59 µM]	14%	?
Pin1 inh	-9%	-4%	3%	-8%	-5%	6%	13%	1%
HP1b binding inh	-1%	29%	-1%	29%	?	15%	22%	46%[activator]
GLS inhibitor	0%	-1%	-4%	7%	6%	-3%	4%	0%
Tb PGK inh	-7%	-1%	1%	-9%	-4%	0%	1%	3%

[17] CCCCn1c(N)c(N(CCC(C)C)C(=O)c2sc3nc4n(c(=O)c3c2C)CCC4)c(=O)[nH]c1=O
[18] CCn1nc(C)c(CNC(=O)CC2C(=O)NCCN2CC(C)(C)C)c1C (stereo unspecified)
[19] Cc1ccc(CSc2nnc([C@@H]3CCCN3C(=O)OC(C)(C)C)o2)cc1
[20] O=C(N/N=C/c1cc2c(cc1Cl)OCO2)c1cccc(Br)c1
[21] O=C(CSc1ccc([N+](=O)[O-])cc1)NCC1CCCCC1
[22] Fc1ccc(CNc2ccccn2)cc1
[23] CCCC1(C(=O)OCC)NC(c2ccc(N(C)C)cc2)C2C(=O)N(c3ccc(F)cc3)C(=O)C21 (stereo unspecified)
[24] CCN=C1S/C(=C\c2ccc(O)c(OCC)c2)C(=O)N1CC

Compound	17	18	19	20	21	22	23	24
BLM inh	-1%	-3%	0%	-12%	1%	-1%	-10%	-5%
JMJD2A Tudor	13%	7%	19%	-12%	-21%	9%	-35%	-23%
POLI inh	11%	-19%	17%	0%	21%	11%	?	0%
BAZ2B inh	3%	-1%	0%	-7%	16%	5%	-38%	-4%
G9a block	48%	14%	28%	nt	61%[activator]	nt	2.5µM*	22%[59 µM]
Pin1 inh	0%	-6%	7%	7%	2%	3%	1%	29%
HP1b binding inh	25%	48%[activator]	41%[activator]	14%	18%	33%	-20%	9%
GLS inhibitor	-11%	-9%	0%	-12%	8%	-6%	15%	18%
Tb PGK inh	-2%	-5%	0%	-5%	8%	-11%	-1%	i

[25] Cc1ccc(NC(=O)N2CCN(C(=O)c3nsc4ccccc34)CC2)cc1C
[26] O=C(CN1CCOCC1)Nc1ccc(-c2nc3ccccc3[nH]2)cc1
[27] CC(C)OCCCNc1nc2c(c(=O)n(Cc3ccccc3F)c(=O)n2C)n1C
[28] Cc1nn(Cc2ccc(Cl)cc2)c(C)c1NC(=O)c1ccc([N+](=O)[O-])cc1
[29] CC1(C)OC(=O)C(=CSc2ccc(C(C)(C)C)cc2)C(=O)O1
[30] O=C1NCC(CN(c2ccccc2)c2ccccc2)O1 (stereo unspecified)
[31] CN1CCN(Cc2cccc(Oc3ccc(Cl)cc3)c2)CC1
[32] Cc1c(-c2c(C#N)c(N)nc3c2CCCCCC3)cnn1C

Compound	25	26	27	28	29	30	31	32
BLM inh	-2%	-1%	0%	5%	1%	-2%	0%	-2%
JMJD2A Tudor	-22%	-3%	-16%	-20%	35%	-10%	-21%	-7%[11.4 µM]
POLI inh	16%	15%	8%	110%[activator]	31%[activator]	23%	-30%	3%
BAZ2B inh	-4%	-7%	-3%	5%	4%	-10%	-10%	6%
G9a block	8%[59 µM]	38%[12.7 µM]	22µM*	4%	?	?	?	nt
Pin1 inh	-4%	-10%	-5%	1%	-6%	1%	5%	-2%
HP1b binding inh	18%[57 µM]	21%	22%	-10%	86%[activator]	25%	11%	-3%
GLS inhibitor	4%	3%	13µM*	1%	0%	5%	-5%	-16%
Tb PGK inh	-8%	-9%	-11%	i	-1%	-3%	0%	4%

[33] CC(C)(C)c1ccc(-c2conc2N)cc1
[34] COc1ccc(C2CC(=O)c3cc(-c4nc(-c5cccc([N+](=O)[O-])c5)cs4)c(=O)n(-c4ccccc4N)c3C2)cc1 (stereo unspecified)
[35] COc1ccc(N2CC(NS(=O)(=O)c3cccs3)CC2=O)cc1 (stereo unspecified)
[36] Cc1ccccc1CN1CCN(C2CCC2)CC1CCO (stereo unspecified)
[37] Cc1ccc(Nc2c(O)nc[nH]c2=O)cc1C
[38] O=C(CCc1c[nH]c2ccccc12)NC(Cc1ccccc1)C(=O)O (stereo unspecified)
[39] COc1ccc(C)cc1S(=O)(=O)N1CCC2(CC1)OCCN2S(=O)(=O)c1cccs1
[40] COc1ccc(OC)c(NC(=O)c2cc3ccccc3cc2OC)c1

Compound	33	34	35	36	37	38	39	40
BLM inh	-16%	-6%	nt	0%	nt	-6%	nt	-4%
JMJD2A Tudor	-12%	-22%	-11%	-1%	-28%	-12%	-14%	?
POLI inh	-12%	-6%	68%[activator]	104%[activator]	39%[activator]	-7%	109%[activator]	24%
BAZ2B inh	13%	-4%	8%	10%	nt	6%	-8%	-10%
G9a block	14%[59 µM]	-30%[59 µM]	3%	58%	nt	10%	-45%	63%[activator]
Pin1 inh	1%	17%	-10%	-6%	-17%	-7%	8%	-1%
HP1b binding inh	25%	15%	0%	24%	-15%	23%	30%	20%
GLS inhibitor	4%	-13%	3%	-6%	30%	16%	4%	2%
Tb PGK inh	0%	i	-3%	-7%	0%	2%	i	i

[41] CC(=O)N1CSCC1C(=O)NNS(=O)(=O)c1cccc(C(F)(F)F)c1 (stereo unspecified)
[42] Cc1ccc(-n2c(SCC(=O)Nc3ccc4c(c3)OCO4)nnc2-c2ccccn2)cc1
[43] O=S(=O)(c1ccc(F)c(F)c1)N1CCN(CCc2ccccc2)CC1
[44] CCn1cc(CN2CCCC(C(=O)Nc3cccc(-c4cc5ccccc5[nH]4)c3)C2)cn1 (stereo unspecified)

Compound	41	42	43	44
BLM inh	-1%	-2%	-1%	-7%
JMJD2A Tudor	-12%	-10%	-15%	?
POLI inh	108%[activator]	8%[58.9 µM]	12%	41%[activator]
BAZ2B inh	-9%	-34%	-7%	?
G9a block	nt	-45%[59 µM]	nt	?
Pin1 inh	4%	-1%	-7%	-10%
HP1b binding inh	-6%	28%	30%	8%
GLS inhibitor	-4%	0%	-1%	4%
Tb PGK inh	-3%	-5%	-7%	i

# An excerpt; the hit share may differ from the screen's.
